Screening data: PubChem, National Center for Advancing Translational Sciences (NCATS)
Mm-Cpn inhibitor: M. maripaludis TRiC chaperonin inhibition; Potency, µM (titrated, usually from 76.9 µM), for inactives: at the top dose activity, negative = inhibition, most hits filed as inhibitors; AID 504842; 330,000 compounds, 0.031% hits; purified Mm-Cpn ATPase, ADP Transcreener TR-FRET; also: potency is read from the fitted curve at half-maximal effect; % is scaled to controls: 0 for no effect and ±100 for the full control effect; nearly all actives have a fitted effect of over 80% in size
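Eu-cryptate anti-ADP/ADP-d2 competition gives a ratio inversely related to ADP. Enzyme at 25 nM was pre-exposed to compound for 10 min, then given 10 uM ATP for 30 min, 37°C throughout.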
Nrf2 ARE act: activators of Nrf2 (ARE) signaling. AID 624171. Potency, µM (highest dose often 46.1 µM), for the others: at the top dose activation, usual class: activators. AREc32 ARE-luciferase reporter (MCF7-derived line), luminescence, 24 h. 410,000 compounds, 0.31% hits; also: potency is read from the fitted curve at half-maximal effect; % of control where 0% means no effect; nearly all actives have a fitted effect of over 65% in size
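Quantitative high-throughput format: AREc32 reporter cells, 1000 per well, received compound by pin transfer and were incubated 24 hr at 37 deg C, 5% CO2, before Steady-Glo luminescence detection.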
CCT modulator: modulators of cytosolic chaperonin (CCT/TRiC) activity; purified chaperonin ATPase assay, HTRF ADP detection, 30 min; activity change, % (no concentration beside the values), hits read low; 360,000 compounds, 0.3% hits; in the data active = activity change below about -30%; also: % is scaled to controls: 0 for no effect and ±100 for the full control effect
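TRiC (40 or 20 nM final, by batch activity) in 30 mM Tris pH 7.4, 100 mM KCl, 5 mM MgCl2, 1 mM DTT was treated with compound at 76 uM single dose, then 10 uM ATP, 30 min at 37 °C. ADP was read by HTRF Transcreener.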
Nrf2 inh: inhibitors of Nrf2 signaling. Potency, µM (titrated, usually from 46 µM), for the others: at the highest dose activity change, negative = inhibition, most hits filed as inhibitors. A549 ARE-Fluc reporter, luciferase luminescence, 18-24 h. AID 504444. 360,000 compounds, 2.1% hits; also: potency is read from the fitted curve at half-maximal effect; % is scaled to controls: 0 for no effect and ±100 for the full control effect; nearly all actives have a fitted effect of over 60% in size
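Nrf2 activity is the BugLite luminescence, read 15 min after reagent at room temperature, following CellTiter-Fluor cytotoxicity readout (30 min, 37C). Compound titrations were applied for 18-24 h to 5000 A549 ARE_Fluc cells/well in 5% FBS OPTI-MEM.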
pAkt inh: Akt phosphorylation inhibition; Neuro2A IGF-stimulated pAkt S473 HTRF, 20 min; active compounds read low; activity change, % for hits at 50 µM; 360,000 compounds, 0.32% hits; AID 651550; in the data active = activity change below about -80%; inconclusive = mostly about -51% to -80%; also: % is scaled to controls: 0 for no effect and ±100 for the full control effect
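Single-point screen (50 µM final compound) in Neuro2A cells stimulated 20 min with 6 nM IGF at 37 deg C. After lysis, Ser473-phosphorylated Akt read by HTRF (ex 330 nm, em 615/665 nm) as the 665/615 ratio.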
HepG2 tox: HepG2 cytotoxicity, counter-screen for TGF-b inhibitors; Potency, µM (highest dose often 46.1 µM), inactives show at the top dose activity change, negative = cytotoxicity, hits mostly cytotoxic; 410,000 compounds, 0.76% hits; HepG2 CAGA-GFP viability, ATP luminescence, 18 h; AID 588856; also: potency is read from the fitted curve at half-maximal effect; some results filed as inactive show a strong effect at the top dose
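HepG2 CAGA-GFP cells (1000/well, DMEM with 1% FBS) received compound, then TGF-beta at 500 pg/mL final, and were incubated 18 hours at 37 degrees C. Viability was read by CellTiter-Glo luminescence. Media-only wells were set as complete cell-killing and DMSO as no toxicity.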
S2 tox: reduces viability in counter-screen for ATXN expression inhibitors. S2 cells (HEK-293 line with an ATXN2-luciferase reporter) viability, CellTiter-Fluor protease fluorescence, 24 h. 400,000 compounds, 0.49% hits. Potency, µM (top dose mostly 56.7 µM), actives largely listed as cytotoxic; also: potency is read from the fitted curve at half-maximal effect; nearly all actives have a fitted effect of over 40% in size
A549 tox: A549 cytotoxicity, counter-screen for Nrf2 inhibitors | A549 ARE-Fluc cells, CellTiter-Fluor viability, 18-24 h | Potency, µM (highest dose often 46 µM), inactives show at the highest dose activity change, negative = cytotoxicity, most hits filed as inhibitors | 390,000 compounds, 0.16% hits | AID 504648; also: potency is read from the fitted curve at half-maximal effect; % is scaled to controls: 0 for no effect and ±100 for the full control effect
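Cytotoxicity counterscreen: CellTiter-Fluor fluorescence was measured in A549 ARE_Fluc cells after 18-24 h of compound exposure in a concentration series. The subsequent BugLite luminescent read reports ARE-luciferase activity.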
TGFb inhibitor: inhibitors of TGF-b signaling; HepG2 CAGA-GFP TGF-b/SMAD3 reporter, GFP fluorescence, 18 h; TGF-beta stimulated, 500 pg/mL final; Potency, µM (series often up to 46.1 µM), inactives show top-dose activity, negative = inhibition, hits mostly inhibitors; 410,000 compounds, 1.2% hits; also: potency is read from the fitted curve at half-maximal effect; % is scaled to controls: 0 for no effect and ±100 for the full control effect; nearly all actives have a fitted effect of over 65% in size
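HEPG2 CAGA-GFP reporter cells (1000/well, DMEM with 1% FBS) received compounds, then recombinant TGF-beta at 500 pg/mL final for 18 hours at 37 degrees C. Per-cell GFP summed per well was normalised to unstimulated and stimulated DMSO controls before curve fitting.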
* marks the source's active call; other numbers are inactive results; i = inactive; ? = inconclusive; / = no result given; [ ] = dose if it differs, or a comment. Unless noted, calls follow the shape of the dose curve; as a rule, active = well fitted curve in the direction sought with a large enough effect; inconclusive = small, poorly fitted or top-dose-only effect, or another doubt; inactive = no such curve, though single readings can be large; an effect the other way counts as inactive or inconclusive.

cpd	compound	Mm-Cpn inhibitor	Nrf2 ARE act	CCT modulator	Nrf2 inh	pAkt inh	HepG2 tox	S2 tox	A549 tox	TGFb inhibitor
1	COc1ccccc1OCCn1c(-c2ccc(Cl)cc2)nc2ccccc2c1=O	/	-0.1%	/	-5%	/	-8%	i	-3%	-10%
2	CCOC(=O)/C=C(\C)Sc1cc(=O)oc2ccccc12	0%	30%	-0.6	?	i	-31%	i	-7%	-5%
3	O=C(COC(=O)C1CCN(S(=O)(=O)c2ccccc2C(F)(F)F)CC1)NCc1ccc(F)cc1	2%	0.4%	-2.3	5%	i	2%	i	-3%	-2%
4	O=C(COc1ccccc1)NCC(c1ccco1)N1CCN(c2ccccc2)CC1 (stereo unspecified)	-2%	-0.3%	-1.6	-14%	i	-7%	i	2%	25%
5	Nc1nsnc1C(=O)NCCO	3%	-0.4%	-3.4	4%	i	-7%	i	-5%	0%
6	COc1ccc(/C=C2/SC(=S)N(NS(=O)(=O)c3ccc(C)cc3)C2=O)cc1	2%	5.4%	-2.6	9%	i	-21%	i	-4%	-18%
7	COc1ccc(C(=O)Cn2c(Br)nc3c2c(=O)n(C)c(=O)n3C)cc1OC	-1%	-0.2%	0.1	-1%	i	-9%	i	?	8%
8	O=C(O)C1C2C=CC(C2)C1C(=O)Nc1cccc(F)c1 (stereo unspecified)	-1%	-0.2%	0.5	-6%	i	-14%	i	-1%	-22%
9	O=C(Nc1ccc2c(c1)OCO2)c1cc(C2CCCCN2C(=O)OCCF)on1 (stereo unspecified)	/	-1.0%	-0.7	/	i	-26%	i	/	-13%
10	O=C(CNC(=O)c1ccco1)NCC(=O)OC(C(=O)c1ccccc1)c1ccc(Cl)cc1 (stereo unspecified)	1%	-0.2%	-0.7	10%	i	1%	i	1%	9%
11	Cc1n[nH]c(C)c1CCCCOc1ccccc1[N+](=O)[O-]	0%	4.5%	-0.7	?	i	-30%	?	-2%	-28%
12	Cc1cc(C)nc(SCCC(=O)N(C)C)n1	0%	-0.6%	-1.9	-12%	i	-45%	i	3%	0%
13	CNC(=O)NC(=S)NC(=O)c1cccc(Cl)c1	2%	2.8%	3.9	15%	i	-3%	i	2%	-3%
14	Cc1cccc(NC(=O)CCNC(=O)c2ccc(Br)cc2)c1C	3%	0.2%	-0.7	-5%	i	-17%	?	4%	4%
15	COc1cc2c(C(=O)N3CCN(C4CCCCC4)CC3)cn(CC(C)C)c(=O)c2cc1OC	1%	1.9%	-0.2	5%	i	-3%	i	-3%	0%
16	CCOc1ccc(C(=O)N2CCSC2=S)cc1	-8%	-0.3%	-0.6	?	i	-1%	i	-2%	-5%
17	Cn1cc([N+](=O)[O-])c(C(=O)Nc2ccc3c(c2)OCCO3)n1	2%	?	-0.2	?	i	-58%	i	-6%	?
18	CCOc1ccc(CNc2ccc3c(c2)ncn3C)cc1	-1%	0.1%	-0.2	-5%	i	-18%	i	7%	-1%
19	COc1ccc(NS(=O)(=O)c2ccc3c(c2)CCN3C(=O)CCC(=O)O)cc1Cl	/	-0.3%	/	15%	/	-20%	i	0%	-15%
20	O=C(Cc1ccccc1F)Nc1ccc(S(=O)(=O)N2CCCC2)cc1	-5%	0.1%	-0.7	-13%	i	5%	i	0%	0%
21	CCOC(=O)/C(C#N)=C/c1ccc(OC(=O)c2ccccn2)cc1	-1%	1.5%	-0.8	-9%	i	7%	i	-10%	2%
22	CCc1ccccc1N(C)C(=O)C1CCCN(c2ncnc3onc(-c4ccc(F)cc4)c23)C1 (stereo unspecified)	/	-1.1%	/	?	/	1%	i	-9%	-8%
23	C=CCNC(=O)c1sc(SC)cc1-c1ccc(Cl)cc1	-28%	0.1%	-0.3	/	i	-1%	i	4%	-2%
24	C=C(C)C(=O)OC1(C(F)(F)F)Oc2cc(C)ccc2NC1=O (stereo unspecified)	-1%	?	-4.6	-10%	i	-36%	i	-9%	?
25	O=[N+]([O-])c1ccc(O)c(C=Nc2ccc3c(c2)OCCO3)c1	-23%	3.6%	-2.7	?	i	2%	i	-1%	0%

The list goes on.
cpd	compound	Mm-Cpn inhibitor	Nrf2 ARE act	CCT modulator	Nrf2 inh	pAkt inh	HepG2 tox	S2 tox	A549 tox	TGFb inhibitor
26	CCCCCCCCCC(=O)N[C@H](CN1CCOCC1)[C@H](O)c1ccccc1	/	6.2%	1.1	4%	i	-14%	i	11%	-15%
27	Cc1ccc(OCC(=O)Nc2cccc(S(=O)(=O)N3CCCCCC3)c2)c([N+](=O)[O-])n1	2%	2.9%	2.1	4%	i	-30%	i	-5%	?
28	COc1cc(NC(=O)N2CCc3nc(Nc4cc(Cl)cc(Cl)c4)ncc3C2)cc(OC)c1OC	/	-3.0%	0.5	/	i	-5%	i	/	18µM*
29	CCc1ccc(C(=O)c2cn(CC(=O)Nc3ccc(C)c(C)c3)c3ccccc3c2=O)cc1	/	-0.3%	/	-18%	/	-6%	i	-2%	?
30	CN(CC(=O)NCc1ccc(F)cc1)Cc1cccc(Cl)c1	-2%	0.4%	-1.2	-10%	i	-13%	i	11%	-25%
31	COc1ccc(S(=O)(=O)N2CCN(C(=O)NCc3ccccc3)CC2)cc1	-1%	-0.5%	-0.9	/	i	11%	i	15%	6%
32	COCC(=O)Nc1cc([N+](=O)[O-])ccc1C	0%	2.8%	2.8	17%	i	-25%	i	1%	16%
33	CCOCCc1nnc(NC(=O)C(=O)c2cc(C)n(-c3ccc(Cl)cc3)c2C)s1	/	-0.2%	/	-21%	/	-13%	i	0%	?
34	COc1c(N2CCN[C@H](C)C2)c(F)cc2c(=O)c(C(=O)O)cn(C3CC3)c12	-2%	-1.1%	0.0	11%	i	6%	i	-3%	2%
35	COc1ccc(NC(=O)COC(=O)CCOc2ccccc2C)cc1Cl	2%	0.1%	-0.1	-6%	i	-17%	i	0%	-5%
36	CCN(CCCNc1cc2c(c(N)c1S(=O)(=O)O)C(=O)c1ccccc1C2=O)c1ccccc1	/	-0.8%	-1.6	/	i	-18%	?	/	-9%
37	Cc1ccc(S(=O)(=O)N2CCCCC2C(=O)Nc2nncs2)cc1 (stereo unspecified)	-3%	-0.5%	0.4	?	i	22%	i	7%	-8%
38	CCN(CC)CC(O)Cn1c(-c2ccccc2Cl)nc2ccccc21 (stereo unspecified)	-4%	-0.2%	0.3	8%	i	6%	i	-1%	-2%
39	COc1ccc(NC(=O)OC(C)C)cc1	1%	0.2%	0.2	?	i	-24%	i	1%	-23%
40	Cc1nc(-c2ccccc2)sc1C(=O)Nc1ccc(S(N)(=O)=O)cc1	-4%	4.9%	-1.2	-4%	i	-20%	i	7%	-17%
41	Cc1cccc2nc(-c3ccc(Cl)s3)c(Nc3ccc4c(c3)OCCO4)n12	/	9.9%	/	-12%	/	-35%	i	2%	0%
42	Cc1ccc(S(=O)(=O)N[C@H](C(=O)N2CCC(C(=O)N[C@@H](CCC(N)=O)C(=O)O)CC2)C(C)C)cc1	-1%	-0.3%	-0.9	20%	i	0%	i	2%	-4%
43	Cc1cc(N/C=C/C(=O)c2cccc3ccccc23)no1	-3%	3.2%	0.3	3%	i	-14%	i	-12%[1.84 µM]	-3%
44	COc1cccc(Cc2nc3ccccc3nc2SCC(=O)Nc2ccccc2F)c1	/	-0.2%	/	/	/	6%	/	16%	-13%
45	CCc1ccc(N/C(N)=N/c2nc(CSc3ccccn3)cc(=O)[nH]2)cc1	4%	3.0%	-5.5	-15%	i	-4%	i	-12%	10%
46	CCc1nc2ccccc2c(C(=O)OCC(=O)Nc2cccc(S(=O)(=O)NC3=NCCCCC3)c2)c1C	0%	-1.6%	-1.3	16µM*	i	-22%	?	-25%	11µM*
47	Cc1ccc(NC2=C(CC(=O)O)C(c3ccc(F)cc3)N(c3ccc(C)cc3)C2=O)cc1 (stereo unspecified)	/	?	/	3%	/	-45%	?	-6%	?
48	COc1ccc(C2C(=O)N(C3CCC(C)CC3)CC(=O)N2C2CCCC2)cc1OC (stereo unspecified)	/	-0.8%	/	/	/	1%	/	-1%	11%
49	C=C(C)C1Cc2nc(N)nc(C)c2C1 (stereo unspecified)	-1%	-0.4%	0.4	13%	i	-27%	i	-17%	25%
50	Cc1noc(C)c1S(=O)(=O)N(C)C[C@H]1OCc2cn(nn2)CCCC(=O)N([C@H](C)CO)C[C@@H]1C	/	-0.8%	-3.1	/	i	6%	i	/	4%

(cont.)
cpd	compound	Mm-Cpn inhibitor	Nrf2 ARE act	CCT modulator	Nrf2 inh	pAkt inh	HepG2 tox	S2 tox	A549 tox	TGFb inhibitor
51	CCCc1ccc2oc(C(=O)N3CCC[C@H]3CO)c(C)c2c1	-1%	6.5%	-0.9	?	i	-29%	i	6%	1%
52	CC(=O)N1CCC(N(CCN2CCOCC2)C(=S)Nc2cc(C)cc(C)c2)CC1	-1%	2.3%	-0.1	12%	i	16%	i	-1%	0%
53	CN(c1ccccc1)S(=O)(=O)c1cccc(NC(=O)Cc2ccc(Cl)cc2)c1	0%	-0.1%	-4.2	?	i	-18%	i	-3%	?
54	COc1ccc(C=O)cc1OC(=O)N1CCOCC1	-2%	0.1%	-2.7	7%	i	-11%	i	-4%	0%
55	CCCN1CCN(CC2=C(C(=O)OCC)C(c3cccc(OC)c3OC)NC(=O)N2)CC1 (stereo unspecified)	/	0.0%	/	17%	/	-4%	i	-10%	-35%
56	O=C(N/N=C/c1c(Cl)cccc1Cl)c1cccc(F)c1	0%	16%	-0.4	/	i	-19%	i	-3%	18%
57	Cc1cc(O)c(C(C)C)cc1N=Nc1ccccc1C(=O)O	1%	?	-1.5	?	i	-51%	?	-17%	?
